KAT2A inh: GCN5L2 (KAT2A) acetyltransferase inhibition; Q92830; GCN5L2 HAT assay, ThioGlo1 CoA-SH fluorescence; AID 504327; 0.21% of 390,000 active; Potency, µM (doses to about 58.9 µM), inactives show at the top dose activity change, negative = inhibition, most hits filed as inhibitors
Target sequence (Q92830 whole entry, looked up): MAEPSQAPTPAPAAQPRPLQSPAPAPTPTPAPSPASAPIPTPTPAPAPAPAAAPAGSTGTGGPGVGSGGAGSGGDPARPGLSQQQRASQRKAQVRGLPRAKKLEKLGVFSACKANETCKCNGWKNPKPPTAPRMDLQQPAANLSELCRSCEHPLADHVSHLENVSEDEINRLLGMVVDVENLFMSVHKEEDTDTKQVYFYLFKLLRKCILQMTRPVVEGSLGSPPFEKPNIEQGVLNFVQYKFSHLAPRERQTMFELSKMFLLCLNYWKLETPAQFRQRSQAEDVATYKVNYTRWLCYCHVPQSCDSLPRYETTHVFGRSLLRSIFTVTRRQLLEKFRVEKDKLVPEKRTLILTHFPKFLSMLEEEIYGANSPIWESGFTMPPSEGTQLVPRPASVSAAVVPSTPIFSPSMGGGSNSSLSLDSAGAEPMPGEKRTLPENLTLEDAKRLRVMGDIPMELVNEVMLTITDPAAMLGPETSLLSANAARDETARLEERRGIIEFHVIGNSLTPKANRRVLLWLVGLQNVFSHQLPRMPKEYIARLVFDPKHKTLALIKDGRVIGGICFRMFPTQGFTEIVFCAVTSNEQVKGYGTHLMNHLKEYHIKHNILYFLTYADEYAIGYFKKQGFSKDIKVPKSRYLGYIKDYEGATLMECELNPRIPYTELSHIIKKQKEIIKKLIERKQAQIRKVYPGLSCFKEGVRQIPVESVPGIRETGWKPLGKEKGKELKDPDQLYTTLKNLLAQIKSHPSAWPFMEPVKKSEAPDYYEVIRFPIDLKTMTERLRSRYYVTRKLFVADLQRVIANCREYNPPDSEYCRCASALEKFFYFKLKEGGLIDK
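Titration-based screen in which CoA formation is detected via maleimide probe ThioGlo1 (50uM) turning fluorescent on thiol reaction; substrates H3(1-25) 75uM and acetyl-CoA 70uM, GCN5L2 20nM, 20 min incubation at room temperature.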
DT40 TDP1 CPT: DT40-hTDP1 cell growth loss with CPT. chicken DT40 Tdp1-/-;hTDP1 cells + 20 nM CPT, ATP luminescence, 48 h. Potency, µM (highest dose often 46.2 µM), for the others: top-dose activity change, negative = growth inhibition, hits mostly inhibitors. 12% of 420,000 active; also: nearly all actives have a fitted effect of over 55% in size
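Chicken DT40 Tdp1-/- cells complemented with human TDP1, 400 cells/well, exposed to compounds plus 20 nM camptothecin for at least 48 h at 37 C; viability read as ATP content by CellTiter-Glo luminescence.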
TDP1 cell noCPT: qHTS for Inhibitors of human tyrosyl-DNA phosphodiesterase 1 (TDP1): qHTS in cells in absence of CPT; DT40 Tdp1-/- hTDP1 cells, no CPT, ATP luminescence, 48 h; Potency, µM (highest dose often 46.2 µM), without a hit: at the top dose activity change, negative = growth inhibition, usual class: inhibitors; 15% of 420,000 active; AID 686978, 2013; also: nearly all actives have a fitted effect of over 55% in size
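Growth of hTDP1-complemented DT40 Tdp1-knockout cells is measured by ATP luminescence after at least 48 hr compound exposure at 37 °C, with DMSO substituting for the 20 nM CPT used in the parallel screen.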
* marks the source's active call; other numbers are inactive results; ? = inconclusive; · = no result given; & = joins results of further samples; [ ] = dose if it differs, or a comment. Calls follow the shape of the dose curve; as a rule, active = well fitted curve in the direction sought with a large enough effect; inconclusive = small, poorly fitted or top-dose-only effect, or another doubt; inactive = no such curve, though single readings can be large; an effect the other way counts as inactive or inconclusive. % is scaled to controls: 0 for no effect and ±100 for the full control effect; potency is read from the fitted curve at half-maximal effect. Some of the compounds tested, so the mix of outcomes need not match the whole.

SMILES	KAT2A inh	DT40 TDP1 CPT	TDP1 cell noCPT
N#Cc1ccc(C(=O)N2CCCCC2c2cc(C(=O)Nc3ccc4c(c3)OCO4)no2)cc1 (centres undefined)	·	?	23µM*
COC(=O)C1=C(O)C2(C(=O)O)CC(C(=O)OC)=C(O)C(C(=O)O)(C1)C2	-3%	3%	10µM*
O=C1c2ccccc2S(=O)(=O)N1Cc1nnc(-c2ccccc2Br)o1	-5%	-6%	-7%
COc1ccc(N2CCN(C(=O)c3cc4c(=O)n(Cc5ccccc5)ccc4nc3C)CC2)cc1	-2%&1%	?	?
CCc1ccc2[nH]c(C(=O)N(C)c3ccc(F)cc3F)cc2c1	2%	0%	-26%
COc1ccccc1N1CCN(c2cc(=O)n(-c3ccc(Br)cc3)c(=O)[nH]2)CC1	21%	1%	-11%
CS(=O)(=O)N(CC(=O)N1CCOCC1)Cc1ccccc1	-3%	-13%	-2%
CN(C(=O)CC1C(=O)NCCN1Cc1cccc(C(F)(F)F)c1)C1CCOCC1 (centres undefined)	-1%	-5%	11%
CN(C)C(=O)c1nc(C#N)c(N(C)C)o1	-3%	-19%	-5%
Cc1c(CC(=O)O)c(=O)oc2cc3occ(-c4ccc(F)cc4)c3cc12	?	18%	-19%
O=C(CCC1CCN(Cc2ccc(Cl)cc2)CC1)NC1CC1	-1%	10%	10%
O=c1c(S(=O)(=O)c2ccccc2)cn(Cc2cccc(F)c2)c2cc(N3CCCC3)c(F)cc12	-6%	?	?
C[C@H]1CN([C@@H](C)CO)C(=O)CCCn2nncc2CO[C@H]1CN(C)C(=O)NC1CCCCC1	·	-11%	1%
c1ccc2c(c1)ccn1c(Cc3ccsc3)c(C3CCCCC3)nc21	·	18µM*	15µM*
CCCCc1ncc(CN2CCC(CC3CCCCO3)(C(=O)OCC)CC2)[nH]1 (centres undefined)	3%	?	-27%

Another view of part of the listing above.
O=C(CCC1CCN(Cc2ccc(Cl)cc2)CC1)NC1CC1
  KAT2A inh: -1%	DT40 TDP1 CPT: 10%	TDP1 cell noCPT: 10%

O=c1c(S(=O)(=O)c2ccccc2)cn(Cc2cccc(F)c2)c2cc(N3CCCC3)c(F)cc12
  KAT2A inh: -6%	DT40 TDP1 CPT: ?	TDP1 cell noCPT: ?

The results go on:
SMILES	KAT2A inh	DT40 TDP1 CPT	TDP1 cell noCPT
C[C@H](CO)N1C[C@H](C)[C@@H](CN(C)Cc2ccccc2)Oc2c(NC(=O)Cc3ccccc3)cccc2C1=O	-3%	15µM*	10µM*
Cc1cccc(NC(=O)CNC(=O)c2ccc(S(=O)(=O)NCc3ccco3)cc2)c1C	·	-10%	-21%
O=C(Nc1cnn(Cc2ccc(Cl)cc2)c1)c1cccs1	-9%	12µM*	8.2µM*
CCOC(=O)c1ccc2c(c1)N(Cc1ccc(F)cc1Cl)C(=O)c1ccccc1S2	-6%	?	?
Cc1cccc(NC(=S)NCc2cccs2)c1C	2%	-8%	-25%
O=C1CC(C(=O)N2CCN(c3ccc(F)cc3)CC2)CN1CCc1ccccc1 (centres undefined)	-7%	-18%	?
O=C(NC(C(=O)c1ccccc1)n1c(=O)cc[nH]c1=S)c1ccccc1 (centres undefined)	-5%	-24%	-17%
C(=N\Nc1nc2ccccc2s1)/c1ccco1	-17%	-24%	?
Cc1ccccc1-n1ncc2c(SCC(=O)NC3CCCC3)ncnc21	-4%	21µM*	7.3µM*
CC(=O)c1cc(F)c(N2CCN(c3ccc([N+](=O)[O-])cc3F)CC2)cc1C	-2%	?	-26%
CCOC(=O)c1oc2cc(C)cc(C)c2c1C	-4%	-11%	-6%
COCCNC(=O)c1c(N)n(CCC2=CCCCC2)c2nc3ccccc3nc12	-1%	?	26µM*
CC(=O)c1ccc(OCCCC(=O)N2CCN(S(=O)(=O)c3cccs3)CC2)cc1	-3%	?	12µM*
COc1ccc(C(=O)NCCSCc2ccco2)cc1OC	-3%	8%	-5%
Cc1cccc(NC(=O)COC(=O)c2nn(C)c(=O)c3ccccc23)c1C	1%	-23%	-1%

Another view of part of the listing above:
Molecule | KAT2A inh | DT40 TDP1 CPT | TDP1 cell noCPT
CCOC(=O)c1ccc2c(c1)N(Cc1ccc(F)cc1Cl)C(=O)c1ccccc1S2 | -6% | ? | ?
Cc1cccc(NC(=S)NCc2cccs2)c1C | 2% | -8% | -25%
O=C1CC(C(=O)N2CCN(c3ccc(F)cc3)CC2)CN1CCc1ccccc1 (centres undefined) | -7% | -18% | ?
O=C(NC(C(=O)c1ccccc1)n1c(=O)cc[nH]c1=S)c1ccccc1 (centres undefined) | -5% | -24% | -17%
C(=N\Nc1nc2ccccc2s1)/c1ccco1 | -17% | -24% | ?
Cc1ccccc1-n1ncc2c(SCC(=O)NC3CCCC3)ncnc21 | -4% | 21µM* | 7.3µM*
CC(=O)c1cc(F)c(N2CCN(c3ccc([N+](=O)[O-])cc3F)CC2)cc1C | -2% | ? | -26%

(list continues)
SMILES	KAT2A inh	DT40 TDP1 CPT	TDP1 cell noCPT
CCN(Cc1ccncc1)Cc1ccc2c(c1)CN(C(=O)c1cccc(-n3nc(C)cc3C)c1)CCO2	·	?	?
CCN(CC(=O)Nc1ccc2c(c1)OCCO2)C(=O)c1ccccc1Br	0%	?	?
Cn1ncc(C(=O)N2CCN(c3ccccc3F)CC2)c1C1CCN(C(=O)OC(C)(C)C)CC1	15%	?	-54%
O=C(CSc1ncn[nH]1)Nc1ccc(Cl)c(S(=O)(=O)N2CCOCC2)c1	-2%	1%	9%
CCc1ccc(OCC(=O)NC(=S)Nc2ccc(Br)c(C)n2)cc1	-5%	1%	-1%
C=CCNC(=O)c1cc(C(=O)C(C)c2ncc(C(F)(F)F)cc2Cl)c[nH]1 (centres undefined)	-5%	8%	-12%
COc1ccc(C2=C(C)C(N3CCC(C(=O)Nc4ccc(F)cc4C)CC3)=NS2(=O)=O)cc1	-9%	-24%	-15%
Cc1ccc(NC(=O)c2nc[nH]c2C(=O)NCCN(CCNC(=O)c2[nH]cnc2C(=O)Nc2ccc(C)cc2)CCNC(=O)c2[nH]cnc2C(=O)Nc2ccc(C)cc2)cc1	-4%	?	16µM*
O=C(C1CCCCC1)N1C[C@@H](O)[C@H](n2cc(C3CC3)nn2)C[C@@H]1c1ccccc1	·	-11%	-15%
COc1ccc(NC(=O)c2csnn2)cc1Cl	-10%	?	?
O=C(CN1CCN(S(=O)(=O)c2ccc(Cl)cc2)CC1)NC1CC1	-1%	-29%	29%
COc1ccc(NC(=O)c2oc3ccccc3c2NC(=O)C23CC4CC(CC(C4)C2)C3)c(OC)c1	-8%	-23%	23µM*
Cc1csc(NC(=O)[C@@H](NC(=O)c2ccccc2)C(C)C)n1	-1%	?	8.2µM*
O=C(Oc1ccccc1)N1CCOCC1	?	14%	1%
CCOc1ccc2[nH]c(=O)c(CN(CC3COCCO3)C(=O)c3ccco3)cc2c1 (centres undefined)	-19%	-2%	-15%
CCOc1ccc(NC(=O)c2sc3nc4c(cc3c2N)CN(Cc2ccccc2)CC4)cc1	-9%	?	?
O=C(Cn1cc(S(=O)(=O)Cc2cccc(Cl)c2)c2ccccc21)NCCc1ccccc1	-4%	-11%	-1%
COc1ccc(Oc2nc3c(C)cccn3c(=O)c2/C=C(\C#N)c2nc3ccccc3[nH]2)cc1	-2%	?	?
CC(=O)N1CCN(S(=O)(=O)c2cccc(C(=O)N3CCN(S(=O)(=O)c4c(C)c(C)cc(C)c4C)CC3)c2)CC1	·	?	21µM*
C/C(=C\C(=O)c1ccc(Br)cc1)N1CCCCC1	-3%	-17%	-25%
CC(C)CCNC(=O)Nc1ccc2c(c1)N(Cc1ccccc1)C(=O)c1ccccc1S2	-4%	18µM*	?
COCCNC(=O)c1cccc(-n2c(C)nc3cccnc32)c1	-4%	-3%	-13%
O=C1CC2(CCN(C(=O)c3ccc(F)c(F)c3)CC2)Oc2ccccc21	1%	29µM*	?
Fc1ccc(CNC(=S)Nc2ccc(Cl)cc2)cc1	-3%	?	?
CN(C)C(=O)c1cccc(-c2cccc(-c3nc(C(=O)NCc4ccccc4)cc4c3[C@@H](CCO)N(S(=O)C(C)(C)C)C4)c2)c1 (some centres undefined)	·	18µM*	15µM*
Cc1ccccc1-c1cc(C(=O)NCc2ccc3c(c2)OCO3)n(CC2CC(c3cccnc3)=NO2)n1 (centres undefined)	-7%	?	?
Cc1cccc(NC(=O)CN2CCC(C(=O)c3ccc4c(c3)OCCO4)CC2)c1	-8%	?	16µM*
CCCCOc1cccc(-c2nnc(NC(=O)CSc3ccc(C)cc3)s2)c1	66%[activator]	?	?
CCc1cc(=O)oc2cc(C)cc(OCC(=O)NC(Cc3ccc(Cl)cc3)C(=O)O)c12 (centres undefined)	?	4%	-16%
CC(=O)c1ccc(Nc2ccc(-c3ccccc3C)nn2)cc1	-1%	?	-13%

Single entries from the list:
c1ccc2c(c1)ccn1c(Cc3ccsc3)c(C3CCCCC3)nc21 in DT40 TDP1 CPT is entered as 18µM*
O=C(NC(C(=O)c1ccccc1)n1c(=O)cc[nH]c1=S)c1ccccc1 (centres undefined) in KAT2A inh is entered as -5%
C(=N\Nc1nc2ccccc2s1)/c1ccco1 in KAT2A inh is entered as -17%
Cc1ccc(NC(=O)c2nc[nH]c2C(=O)NCCN(CCNC(=O)c2[nH]cnc2C(=O)Nc2ccc(C)cc2)CCNC(=O)c2[nH]cnc2C(=O)Nc2ccc(C)cc2)cc1 in KAT2A inh is entered as -4%

(list continues)
SMILES	KAT2A inh	DT40 TDP1 CPT	TDP1 cell noCPT
CCOC(=O)c1c(S(=O)(=O)N2CCCC(C(=O)Nc3ccc(C)cc3C)C2)c(C)n(CC)c1C (centres undefined)	2%	?	?
CC(C)(C)N1C(=O)Cc2c1nc(N)c1c(N)nc(N3CCCCC3CO)c(C#N)c21 (centres undefined)	14%	21µM*	18µM*
CCN1C[C@@H]2[C@@H]3C(=O)N(C)C(=O)[C@@H]3[C@](Cc3ccccc3)(C1=O)N2C(=O)c1ccc(Br)cc1	·	-10%	2%
Cc1ccc(/C=N/NC(=O)c2c[nH]c3ccccc23)o1	-2%	-26%	-17%
O=C(c1ccccc1)C(O)c1ccccc1 (centres undefined)	-4%&59%	15%&-3%	7%&-10%
CCC(C)[C@H](NS(=O)(=O)c1ccc(C)cc1)C(=O)N1CCC(C(=O)N2CCC(C(N)=O)CC2)CC1 (some centres undefined)	0%	1%	5%
Cc1cc(=O)n(C)c(=O)n1CCCCCOc1cccc([N+](=O)[O-])c1	1%	?	?
CC(C)N(Cc1nccn1C)C(=O)c1cc(COc2cccc(C(F)(F)F)c2)on1	-4%	16µM*	13µM*

Reformatted with each value named: part of the list above
Cc1ccc(/C=N/NC(=O)c2c[nH]c3ccccc23)o1
  KAT2A inh: -2%	DT40 TDP1 CPT: -26%	TDP1 cell noCPT: -17%

O=C(c1ccccc1)C(O)c1ccccc1 (centres undefined)
  KAT2A inh: -4%&59%	DT40 TDP1 CPT: 15%&-3%	TDP1 cell noCPT: 7%&-10%
